Abs 340nm: compound absorbs light at 340 nm; 65,000 tested, under 10 active; compound absorbance at 340 nm, fold over control; fold change at 10 µM; AID 708;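 active = at 10 µM dose, initial 340 nm absorbance at least 2 fold that of control wells; inactive = change under 2 fold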;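 note: initial absorbance extrapolated from kinetic A340 decline of NADH oxidation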
JNK3 blocker: blocks human JNK3 kinase activity; P53779; purified JNK3 kinase activity, HTS; inhibition, % at 8 µM; actives 0.61% (n = 60,000); AID 746; in the data active = inhibition above about 17%;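 note: 0% = DMSO and 100% = reference inhibitor; many of its hits are not listed in these tables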
FXIIa mix inh: blocks human factor XIIa in pooled compound mixtures; P00748; purified FXIIa, fluorogenic substrate; inhibition, % at 5 µM; actives 0.2% (n = 62,000);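 note: 0% = enzyme without compound and 100% = no enzyme blank; some results filed as inactive read as strong as hits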
Cdc25B inh: human M-phase inducer phosphatase 2 inhibition; actives 0.1% (n = 65,000); recombinant Cdc25B, OMFP fluorescence Ex485/Em525; inhibition, %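 (compounds tested at 10 µM final in the well)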; P30305; AID 368; in the data active = inhibition above about 50%
Hsp90 inh: displaces geldanamycin probe from tumor Hsp90; P07900; NCI-N417 lysate Hsp90, Cy3B-geldanamycin FP displacement; inhibition, % at 30 µM; actives 0.35% (n = 64,000);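 active = inhibition above 50%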;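 note: 0% = tracer plus lysate wells and 100% = tracer alone without lysate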
AP ELISA ortho: orthogonal test for alternative complement pathway inhibitors. Human serum alternative complement pathway, LPS-coated ELISA, C3 deposition; tested in compound mixtures. inhibition, % at 5 µM. actives 0.08% (n = 62,000). AID 1235;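 active = inhibition above 30% in each of the two pooled mixtures holding the compound, so the lower value exceeds 30%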;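 note: 0% = serum in Mg-EGTA without compound and 100% = EDTA serum blank; some compounds past the cut are filed as inactive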
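Test system: human serum alternative complement pathway, C3 deposition on LPS-coated wells; also added: Plate-bound LPS; doses: 5 µM per compound in ten-compound mixtures; schedule: 1 h at 37 °C; detection: Anti-C3 ELISA, OD 450 nm; evaluation: percent inhibition of C3 deposition onto LPS; repeats: two pool placements per compound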
MMP-13 inhibitor: blocks human MMP13 activity; P45452; MMP-13 fTHP FRET cleavage, Mca fluorescence; inhibition, % at 4 µM; actives 0.07% (n = 65,000); AID 570;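 active = inhibition above the mean of compound-free control plate wells plus 3 SD, cut at about 14% in these data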;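 note: 0% = DMSO wells and 100% = wells with reference MMP-13 inhibitor after basal subtraction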
FXIa inh mix: blocks human factor XIa in pooled compound mixtures; P03951; purified FXIa, fluorogenic substrate; inhibition, % at 5 µM; actives 0.19% (n = 62,000); AID 680;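 note: each value is inhibition by a whole ten-compound pool holding the compound; 0% = enzyme with no mixture and 100% = wells lacking enzyme; strong numbers were not always called active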
Target sequence (P03951 19-387 limits assumed): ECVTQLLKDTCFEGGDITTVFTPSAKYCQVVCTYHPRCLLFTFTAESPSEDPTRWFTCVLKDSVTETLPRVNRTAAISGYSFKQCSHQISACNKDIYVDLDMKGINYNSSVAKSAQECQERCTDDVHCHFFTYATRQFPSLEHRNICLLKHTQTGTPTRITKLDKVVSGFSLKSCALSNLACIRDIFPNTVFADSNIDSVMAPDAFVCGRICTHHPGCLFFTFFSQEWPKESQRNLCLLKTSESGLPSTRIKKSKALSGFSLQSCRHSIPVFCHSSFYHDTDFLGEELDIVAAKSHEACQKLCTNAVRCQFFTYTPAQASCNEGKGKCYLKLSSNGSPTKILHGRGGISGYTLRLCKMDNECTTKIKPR
Target sequence (P03951 388-625 limits assumed): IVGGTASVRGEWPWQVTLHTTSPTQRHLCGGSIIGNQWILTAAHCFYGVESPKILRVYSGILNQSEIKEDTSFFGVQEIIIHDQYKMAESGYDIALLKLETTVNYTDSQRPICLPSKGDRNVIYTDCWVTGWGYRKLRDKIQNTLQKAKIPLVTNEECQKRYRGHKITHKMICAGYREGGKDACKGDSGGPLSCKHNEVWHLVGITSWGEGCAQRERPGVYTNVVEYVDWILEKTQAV
DUSP1 inh: blocks human MKP-1 phosphatase activity; P28562; AID 374; inhibition, %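 (compounds tested at a single concentration somewhere between 10 and 100 µM)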; recombinant MKP-1, OMFP hydrolysis fluorescence; actives 0.15% (n = 65,000);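 active = inhibition above about 50%, limit read from the data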;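 note: 0% = DMSO max control wells and 100% = wells with enzyme stopped by NaOH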
Target sequence (P28562 whole entry, looked up): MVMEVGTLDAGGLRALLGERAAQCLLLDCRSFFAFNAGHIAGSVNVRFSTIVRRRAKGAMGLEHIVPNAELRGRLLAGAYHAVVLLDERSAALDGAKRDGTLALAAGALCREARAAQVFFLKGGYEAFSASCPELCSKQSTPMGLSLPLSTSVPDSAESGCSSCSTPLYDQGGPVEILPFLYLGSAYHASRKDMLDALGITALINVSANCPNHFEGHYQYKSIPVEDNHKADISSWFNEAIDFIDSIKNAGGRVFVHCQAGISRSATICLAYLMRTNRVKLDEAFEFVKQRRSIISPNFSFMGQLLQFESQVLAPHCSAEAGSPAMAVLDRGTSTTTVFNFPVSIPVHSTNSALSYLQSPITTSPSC
The depositor's hits bear a star; i = inactive; . = not tested or not shown; [ ] = dose if it differs, or a comment. Cut-off read from the data, not from the text of the source, unless noted: active = inhibition above about 20% (passing the limit was not always enough); inactive = the rest.

SMILES,Abs 340nm,JNK3 blocker,FXIIa mix inh,Cdc25B inh,Hsp90 inh,AP ELISA ortho,MMP-13 inhibitor,FXIa inh mix,DUSP1 inh
COc1ccccc1OCC(=O)N1CCN(c2ccccc2OC)CC1,1,-3,-15,-13,-2,-3,2,9,7
O=C(Nc1nn[nH]n1)c1cccc(Oc2ccccc2)c1,1,.,13,-10,.,6,0,4,0
CC(C)CC(=O)N1CCN(S(=O)(=O)c2ccc(F)cc2)CC1,1.1,-2,0,-1,-3,-13,-6,3,-20
COCCNC(=O)CN(C(=O)Cn1nnc2ccccc21)c1ccccc1,1,0,7,-6,-1,0,3,7,8
CCc1ccccc1OCCCCCNCCO,1.1,2,4,-6,-4,17,-9,1,-3
Cn1ncc2c(Nc3ccc(-c4ccccc4)cc3)ncnc21,1.1,-5,1,1,0,13,-8,4,42
O=C(CSc1ncccn1)NCc1ccc(F)cc1,0.99,-1,3,-8,-3,-8,-2,4,9
Cc1cccc(-c2noc(CN(C(=O)c3c(-c4ccccc4Cl)noc3C)C(C)C)n2)c1,1.1,2,-20,-15,0,0,-6,4,3
Cc1cc(C)c2c(CN3CCN(C/C=C/c4ccccc4)CC3)cc(=O)oc2c1,0.99,10,16,-12,-11,27,-6,1,-13
Cc1[nH]nc2c1C(c1ccccn1)N(c1ccc(Br)cc1)C2=O (stereo not given),1,0,-6,2,-6,16,-1,7,29
O=C(CN1CCCCC1)Nc1ccccc1NC(=O)CN1CCCCC1,1,-3,0,-6,-4,9,1,6,0
COC(=O)c1nc(N)sc1-c1ccccc1,1,2,3,4,3,11,-16,4,-10
Cc1cc(NCCOCCO)n2ncc(-c3ccc(Cl)cc3)c2n1,1,-2,18,-12,-1,9,-70[fluorescence artefact?],2,25
Brc1cc2[nH]cnc2c2ccccc12,1,11,2,5,2,-3,-1,7,6
O=c1c2c(nc3nc(COc4ccccc4)[nH]n13)CCC2,0.98,-2,2,-4,-13,7,-4,3,-4
Cc1ccc(-n2c(SCC(N)=O)nc3c([nH]c4ccccc43)c2=O)cc1,1.1,-3,8,-8,-4,-3,-9,6,-4
COCCNC(=O)Cn1cnc2sc(C)c(S(=O)(=O)N3CCC(C)CC3)c2c1=O,0.97,.,4,-13,.,10,6,3,7
c1ccc(-c2nc(NCc3ccco3)c3ccccc3n2)nc1,1.1,-3,-20,3,-14,-14,1,3,-14
COc1ccc(NC(=O)N[C@@H](CCSC)C(=O)O)cc1Cl,1,4,5,9,1,-10,0,3,-4
c1ccc2c(c1)OCC(c1nn3c(Cn4nnc5ccccc54)nnc3s1)O2 (stereo not given),1,-9,-1,-1,-17,4,6,4,2
CNC(=O)CSc1nnc(-c2ccco2)n1-c1ccccc1OC,0.97,3,10,3,2,0,1,11,6
Cc1cc(C(=O)CSc2nnnn2-c2ccc(O)cc2)c(C)n1Cc1ccc2c(c1)OCO2,0.99,0,-3,-2,-13,-2,-4,7,28
Cc1csc(N(C)C(=O)CSc2nnc(COc3ccccc3C)o2)n1,1,.,-18,3,-3,6,6,4,6
CC(=O)N1CCN=C1SCc1c(F)cccc1Cl,1,6,7,2,-3,-7,4,-4,-15
O=C(NCCN1CCc2ccccc2C1)C1CC(=O)N(C2CCCC2)C1 (stereo not given),1,4,7,17,-1,3,-2,4,-1
Cc1nnc(NC(=O)C2CCCN(S(=O)(=O)Cc3ccccc3)C2)s1 (stereo not given),1,.,-2,-8,0,-9,1,3,28
COCCNC(=O)c1cc2c(=O)n3cccc(C)c3nc2n(Cc2ccncc2)c1=N,1.1,5,-1,3,-2,1,i[fluorescence artefact?],-16,-12
CCOC(=O)C1CCN(C(=O)COc2cccc(C)c2)CC1,1,3,-9,6,-4,10,-4,-1,3
CN(CCCNC(=O)c1ccc(N2CCCC2=O)cc1)c1ccccc1,1,.,11,-3,-5,-3,3,0,-7
CCN1C(=O)c2ccc(-c3nc4ccccc4c(=O)o3)cc2C1=O,1.1,5,-5,-6,-4,9,1,12,-4
CCOC(=O)N1CCC(NC(=O)c2cc(C(=O)Nc3ccc(F)cc3F)ccc2CO)CC1,1,-4,7,-7,-4,12,-5,-2,1
CCCOc1cc(C)c(S(=O)(=O)n2ccc(C)n2)cc1C,1,5,-20,-17,0,-9,-2,11,-5
CS(=O)(=O)N1CCC(C(=O)Nc2ccc(Br)cc2F)CC1,1.1,8,2,6,3,5,-3,-1,14
CCOC(=O)C1C(c2ccc(C)o2)NC(=O)NC1(O)C(F)(F)F (stereo not given),1,1,-2,-5,1,10,0,-6,-23
C=CCNC(=O)c1ccc(C(=O)c2ccccc2)cc1,1,.,-12,1,.,9,4,1,9
O=C(CSc1nnc(-c2cccs2)n1Cc1ccco1)Nc1ccc2c(c1)OCO2,1,-1,0,-6,-3,7,5,2,2
c1ccc(CCn2nnnc2C(c2cccnc2)N2CCN(c3nc4ccccc4s3)CC2)cc1 (stereo not given),1,3,14,-8,0,-10,4,-3,38
CC(C)NC(=O)CN(c1cccc(Br)c1)S(C)(=O)=O,1,9,2,2,-1,14,2,1,25
CC(C)(NC(=O)N1CCCC1)c1cccc(C(C)(C)NC(=O)N2CCCC2)c1,1,0,6,0,-2,11,-7,6,8
Cc1nc2sc(C(c3ccco3)N3CC(C)OC(C)C3)c(O)n2n1 (stereo not given),1,-7,-14,13,-1,3,2,0,2
Cc1ccc(C)n1-c1ccc(-c2nnco2)cc1,1,-3,-8,3,-4,6,2,7,13
O=C(Nc1ccc2c(c1)OCO2)c1ccc(S(=O)(=O)NCC2CCCO2)cc1 (stereo not given),1.1,-6,2,-13,-7,3,1,-5,11
Cn1c(/C=C/N2CCOCC2)c(C(=O)c2ccc(Br)cc2)c(=O)n(C)c1=O,1.2,2,0,-3,-2,9,1,-2,24
CCOC(=O)c1c(-c2ccccc2)[nH]c2ccc(O)cc12,1.1,42*,3,-2,-4,-13,-102[fluorescence artefact?],10,-14
CCOc1ccc(NC(=O)Nc2ccc(N(C)C(C)=O)cc2)cc1,1,1,5,-8,1,-13,7,-17,7
COC(=O)CC(=O)Cc1nc(N)nc(Nc2ccc(C)c(C)c2)n1,1,1,0,5,4,18,-2,4,-21
COc1ccc(-c2cc(C(=O)Nc3c(C)nn(Cc4ccccc4)c3C)no2)cc1,1,.,-19,0,-2,14,0,7,25
CCOC(=O)c1[nH]c2ccc(OC)cc2c1NC(C)=O,1.1,3,.,6,-13,.,-60[fluorescence artefact?],.,-21
Cc1occc1-c1nnc(SCC(=O)c2ccc(Cl)cc2)n1CC1CCCO1 (stereo not given),1,6,7,-6,0,4,5,6,2
COC(=O)c1ccc(C)c(NC(=O)C2COc3ccccc3O2)c1 (stereo not given),1.1,0,5,-14,3,16,1,5,1

(cont.)
SMILES,Abs 340nm,JNK3 blocker,FXIIa mix inh,Cdc25B inh,Hsp90 inh,AP ELISA ortho,MMP-13 inhibitor,FXIa inh mix,DUSP1 inh
CCC(=O)N1CCc2cc(Br)cc(S(=O)(=O)NCC3CCCO3)c21 (stereo not given),1,.,8,1,.,11,4,5,4
O=C(CC1(O)C(=O)N(CN2CCOCC2)c2ccccc21)c1ccccc1 (stereo not given),1,.,1,5,.,21,.,5,3
Cc1cc(C)c2c3c(sc2n1)C1(CCSCC1)C(C#N)=C(N)O3,1,1,.,-16,-3,.,0,.,5
Cc1ccc(S(=O)(=O)N(C)CC(=O)NC2CCCC2)cc1,0.98,-1,6,1,0,4,3,-4,-3
CC1CCCN(C(=O)Cn2nnc(-c3cccnc3)n2)C1 (stereo not given),0.97,-1,3,-4,0,15,-7,5,-12
O=C(NC(C(=O)c1ccccc1)n1cnccc1=O)c1ccccc1 (stereo not given),1,.,-10,-17,.,0,.,3,5
Cn1nc(-c2ccc(C(=O)N3CCN(c4ccccc4)CC3)cc2)c2ccccc2c1=O,0.99,0,6,-4,-11,-21,6,7,19
Cc1ccc(-c2noc(C3CCN(S(=O)(=O)c4ccc5c(c4)OCCO5)CC3)n2)o1,0.97,3,6,-12,-3,7,-5,-3,11
COc1cccc(NC(=O)C2CCCN2C(=O)OCc2ccccc2)c1 (stereo not given),0.98,11,.,4,-1,.,0,.,11
Cc1ccc(S(=O)(=O)N2CCC(C(=O)N3CCC(C(=O)NCc4cccnc4)CC3)CC2)cc1,1,2,15,1,-2,21,2,4,33
CCSC1=C(C#N)C(c2ccc(Cl)cc2)C2=C(CCCC2=O)N1 (stereo not given),1,8,6,2,-2,8,0,-2,-24
O=C(O)c1nn2c(c1Br)NC(c1ccccc1)CC2C(F)(F)F (stereo not given),1.1,3,3,-1,-1,15,4,0,0
CCOC(=O)c1[nH]nc(C(=O)c2ccc(Br)cc2)c1O,1.1,0,10,-13,8,16,-5,10,-1
COc1nc(-c2ccc(C)cc2)ccc1-c1noc(-c2ccco2)n1,1.1,-7,1,-11,-9,-19,-30[fluorescence artefact?],8,9
CCN(CC)S(=O)(=O)c1ccc2c(c1)nc(SCC(=O)NC1CC1)n2-c1ccccc1OC,1,3,-17,-17,-9,3,-23,5,21
Cc1ccc(C2C(C(=O)c3sc(C)nc3C)=C(O)C(=O)N2CCN2CCOCC2)o1 (stereo not given),1.1,-4,5,0,-20,-9,-10,-3,-3
Cc1cccc(C(C)(C)C)c1OCCn1ccnc1,1.1,-2,3,-4,-2,12,2,0,-1
CCn1c(COc2cccc(OC)c2)nnc1SCC(=O)Nc1cc(OC)ccc1OC,0.99,-1,-2,-10,-2,-2,2,7,4
CCOC(=O)CSCc1c(C#N)c2ccccc2n1C,0.96,4,5,-13,-6,9,-4,5,-22
COc1ccccc1NC(=O)CC1Nc2ccccc2NC1=O (stereo not given),1.1,-7,-2,0,-4,10,1,2,12
CC1Oc2ccccc2N(CC(=O)Nc2ccc3c(c2)OCO3)C1=O (stereo not given),0.99,-3,5,1,10,7,-5,4,-26
Cc1cccc(N2CN=c3s/c(=C\c4ccncc4)c(=O)n3C2)c1,1,-1,9,-27,-3,-9,2,2,-19
CCCc1nc(Nc2nc3ccccc3o2)nc(C)c1C(=O)OCC,1.1,2,4,-6,1,11,-2,5,3
Cc1c(C#N)sc2nc(-c3ccccc3)nc(N3CCCC3)c12,1.1,2,-1,-2,1,-8,0,-5,-8
N#Cc1ccsc1NC(=O)COc1ccc(-c2nnco2)cc1,1,-2,-14,-6,-8,5,-10,5,23

In the list so far, these contain a COOH group:
SMILES,Abs 340nm,JNK3 blocker,FXIIa mix inh,Cdc25B inh,Hsp90 inh,AP ELISA ortho,MMP-13 inhibitor,FXIa inh mix,DUSP1 inh
COc1ccc(NC(=O)N[C@@H](CCSC)C(=O)O)cc1Cl,1,4,5,9,1,-10,0,3,-4
O=C(O)c1nn2c(c1Br)NC(c1ccccc1)CC2C(F)(F)F (stereo not given),1.1,3,3,-1,-1,15,4,0,0

Following part
SMILES,Abs 340nm,JNK3 blocker,FXIIa mix inh,Cdc25B inh,Hsp90 inh,AP ELISA ortho,MMP-13 inhibitor,FXIa inh mix,DUSP1 inh
CC(C)(C)n1nc2c(c1NC(=O)Cc1cccc3ccccc13)CS(=O)C2 (stereo not given),1,4,1,-8,-2,12,-2,-12,5
CCCCSc1nc(O)c(C2OC(=O)c3c2ccc(OC)c3OC)c(=O)n1C (stereo not given),1,-12,.,25,0,.,1,.,-15
COc1ccc(-c2cn3c(C)c(C(=O)Nc4cccc(NC(C)=O)c4)sc3n2)cc1,1,0,12,-19,-2,7,3,4,28
CCOC(=O)c1ccc(NC(=O)CCc2nc(-c3cccc(C)c3)no2)cc1,1,-3,3,-15,0,-20,1,3,10
CCOc1ccc(N(CC(=O)Nc2ccccc2)S(C)(=O)=O)cc1,1,1,18,-11,-1,5,0,-1,4
